Assay outcomes from PubChem.
TbPYK inhibitor – qHTS of Trypanosoma Brucei Inhibitors | pyruvate kinase (Trypanosoma brucei), Q57TT1 | TbPYK enzyme, Kinase-Glo Plus ATP luminescence, 45 min | Potency, µM (titrated, usually from 76.8 µM), for the others: at the top dose activity, negative = inhibition, hits mostly inhibitors | actives 0.12% (n = 410,000); further: nearly all actives have a fitted effect of over 50% in size
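Quantitative HTS: titrated library compounds versus trypanosomal pyruvate kinase in TEA buffer (pH 7.2) containing KCl, MgCl2, BSA and Tween-20. Reactions were initiated with ADP, 130 uM final. Kinase-Glo Plus luminescence was read after 45 min at RT.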
Pf growth 96h – Primary qHTS for delayed death inhibitors of the malarial parasite plastid, 96 hour incubation | Potency, µM (top dose mostly 28.7 µM), for inactives: at the top dose activity change, negative = inhibition, actives largely listed as inhibitors | P. falciparum luciferase reporter growth, 96 h | actives 6.9% (n = 320,000)
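P. falciparum expressing integrated firefly luciferase grown in erythrocytes (2% hematocrit, 0.05% parasitemia final) with compounds for 96 hours at 37 C, 5% CO2. Growth inhibition read as loss of luminescence after adding luciferase detection reagent.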
Sm TGR block – qHTS Assay for the Inhibitors of Schistosoma Mansoni Peroxiredoxins; Schistosoma mansoni thioredoxin glutathione reductase (TGR), Q962Y6; purified TGR, DTNB reduction, TNB absorbance 405 nm; Potency, µM (top dose mostly 114 µM), without a hit: top-dose activity change, negative = inhibition, actives largely listed as inhibitors; actives 3% (n = 360,000); further: nearly all actives have a fitted effect of over 60% in size
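First, TGR (20 nM dispensed) and NADPH were mixed with compound. Second, a 15 min room-temperature incubation followed. Third, further NADPH and then DTNB were added to start the reaction. Finally, TNB absorbance was monitored kinetically.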
Pf growth 48h – Primary qHTS for delayed death inhibitors of the malarial parasite plastid, 48 hour incubation. P. falciparum luciferase growth in erythrocytes, 48 h. Potency, µM (titrated, usually from 28.7 µM), inactives show top-dose activity change, negative = inhibition, usual class: inhibitors. actives 5.9% (n = 310,000)
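Growth was read as firefly luciferase luminescence after a 48 h, 37 C, 5% CO2 exposure of compounds to reporter-bearing P. falciparum cultures (0.1% parasitemia, 2% hematocrit final) in Albumax-supplemented RPMI 1640.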
LmPK inhibitor – qHTS Assay for Inhibitors of Leishmania Mexicana Pyruvate Kinase (LmPK) | Q27686 | purified LmPK, Kinase-Glo ATP luminescence, 1 h | Potency, µM (titrated, usually from 57.5 µM), without a hit: at the top dose activity change, negative = inhibition, actives largely listed as inhibitors | actives 0.37% (n = 290,000) | AID 1721, 2009
Target sequence (Q27686 whole entry, looked up): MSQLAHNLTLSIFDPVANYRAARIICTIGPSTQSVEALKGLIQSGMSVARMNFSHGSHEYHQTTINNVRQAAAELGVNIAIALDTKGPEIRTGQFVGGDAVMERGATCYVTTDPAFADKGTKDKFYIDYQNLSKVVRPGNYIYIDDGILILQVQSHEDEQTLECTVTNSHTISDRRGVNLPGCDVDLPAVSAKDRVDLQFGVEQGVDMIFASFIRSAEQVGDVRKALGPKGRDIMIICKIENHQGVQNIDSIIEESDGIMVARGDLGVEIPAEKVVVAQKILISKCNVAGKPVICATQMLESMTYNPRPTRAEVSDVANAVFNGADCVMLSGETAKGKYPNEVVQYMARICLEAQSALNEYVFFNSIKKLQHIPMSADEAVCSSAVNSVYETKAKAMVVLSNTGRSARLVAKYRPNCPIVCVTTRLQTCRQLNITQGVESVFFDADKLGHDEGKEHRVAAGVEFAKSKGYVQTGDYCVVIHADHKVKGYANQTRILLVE
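0.1 nM LmPK, 0.5 mM PEP, 0.1 mM ADP; 50 mM imidazole pH 7.2, 7 mM MgCl2, 50 mM KCl; 1 h RT. Kinase-Glo luminescence readout, normalized to no-enzyme (full inhibition) and uninhibited wells.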
HCV inh – qHTS Assay for Inhibitors of Hepatitis C Virus (HCV). Potency, µM (top dose mostly 41.8 µM), without a hit: at the top dose activity change, negative = inhibition, most hits filed as inhibitors. Huh7.5.1 HCVcc-Cre infection, luciferase reporter, 44 h. actives 3.4% (n = 340,000)
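Infectious HCVcc-Cre (~0.5 moi) was added to cells just after compound, with cells seeded 4 h earlier at 1,000 per well. Luciferase activity after 44 h culture reported infection; substrate was incubated 15 min at room temperature before reading.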
An asterisk follows results filed as active; i = inactive; ? = inconclusive; / = no result given; & = joins results of further samples; ! = not confirmed by another sample; [ ] = dose if it differs, or a comment. The call rests on the fitted dose curve; in most records, active means well fitted curve in the direction sought with a large enough effect; inconclusive means small, poorly fitted or top-dose-only effect, or another doubt; inactive means no such curve, though single readings can be large; an effect the other way counts as inactive or inconclusive. On the % scale 0 is the no-effect control and ±100 the full control effect; potency means the concentration at half of the fitted maximal effect.

Screens by letter – A = TbPYK inhibitor; B = Pf growth 96h; C = Sm TGR block; D = Pf growth 48h; E = LmPK inhibitor; F = HCV inh
CCOc1ccc2[nH]c(=O)c(CN(Cc3nnnn3Cc3ccccc3)CC3CCCO3)cc2c1 (stereo unspecified)
  A: -2% | B: ? | C: -4% | D: ? | E: 2% | F: 22%

COc1cc(NS(=O)(=O)c2ccc(NC(=O)COc3ccc(C)cc3)cc2)nc(OC)n1
  A: -5% | B: 15% | C: -8% | D: ? | E: -1% | F: 7%

CC1CCN(S(=O)(=O)c2ccc(C(=O)OCc3ccc4c(c3)OCO4)cc2)CC1
  A: 4% | B: 25% | C: 16% | D: / | E: 7% | F: -7%

N#C/C(=C/c1ccc2c(c1)OCO2)C(=O)NCCc1c[nH]c2ccccc12
  A: 4% | B: 0% | C: 0% | D: ? | E: 0% | F: -9%

CCN(CCS(=O)(=O)c1ccc(Cl)cc1)C(=O)Nc1ccc(Cl)cc1
  A: -4% | B: ? | C: 2% | D: ? | E: 0% | F: -15%

O=C(NCc1cccc(C(F)(F)F)c1)C1CCCN(c2cnccn2)C1 (stereo unspecified)
  A: 6% | B: 23% | C: 1% | D: 1% | E: 1% | F: 19%

Cn1cccc1/C=C1\CCc2ccccc2C1=O
  A: ? | B: -7% | C: 5% | D: i | E: ? | F: -20%

O=C1CC(c2cccc(Cl)c2)c2cc3c(cc2N1)CCC3 (stereo unspecified)
  A: 4% | B: 42%[activator] | C: 8% | D: 49%[activator] | E: 4% | F: ?

CCOc1ccc(N(CC(=O)NC(C)CC)S(=O)(=O)c2c(C)noc2C)cc1 (stereo unspecified)
  A: / | B: 0% | C: 1% | D: / | E: 5% | F: /

c1ccc(COc2ccc(-c3sc(Nc4ccccc4)n[n+]3-c3ccccc3)cc2)cc1
  A: / | B: ? | C: -15% | D: ? | E: 3% | F: /

CC(C)c1ccc(/C=C/C(=O)NCCCc2ccccc2)cc1
  A: 2% | B: 46%[activator] | C: -4% | D: -2% | E: -1% | F: 3%

O=C(O)c1ccccc1C1=Nc2ccc(O)cc2Oc2cc(O)ccc21
  A: -12% | B: ? | C: -2% | D: 13% | E: -3% | F: 26%

Cc1cc(NC(=O)CSc2nnc(CNc3cccc(C(F)(F)F)c3)n2Cc2ccco2)no1
  A: -8% | B: / | C: ? | D: ? | E: -2% | F: 4%

CC(=O)c1ccc(C(=O)N2CCCC(CO)(Cc3ccccc3C)C2)s1 (stereo unspecified)
  A: -5% | B: ? | C: -1% | D: -11% | E: 6% | F: 27%

CCCCNC(=O)[C@@](CC)(ONc1ccccc1C(F)(F)F)c1cccc2ccccc12
  A: -2% | B: ? | C: -5% | D: 8.3µM* | E: / | F: 6%

CC(C(=O)c1ccc(Br)cc1)[n+]1cccc2ccccc21 (stereo unspecified)
  A: 19% | B: 0% | C: -10% | D: ? | E: 6% | F: -3%

CCCc1c(C(=O)N/N=C(/C)c2ccncc2)nnn1-c1nonc1N
  A: -5% | B: 18% | C: 9% | D: 16% | E: -10% | F: -35%

COc1cc(CN2CCN(CCOCCO)CC2)cc(OC)c1OC
  A: 5% | B: 44%[activator] | C: -24% | D: 15% | E: 1% | F: 15%

COc1cc(OC)c(C(=O)O/N=C(\N)c2ccccc2)cc1OC
  A: -6% | B: 11% | C: -8% | D: ? | E: 4% | F: ?

CCOC(=O)c1[nH]c2ccc(OC)cc2c1NC(C)=O
  A: -14% | B: 23% | C: 0% | D: / | E: -3% | F: -7%

CN1C(=O)c2cccc(N(C)C)c2C1=O
  A: 2% | B: -8% | C: 1% | D: -11% | E: 0% | F: 11%

CS(=O)(=O)c1cccc(C(=O)OCC(=O)NCc2cccs2)c1
  A: -4% | B: -9% | C: -4% | D: -7% | E: / | F: 2%

O=C1CCCN1CCCNCC(=O)N1c2ccccc2Sc2ccccc21
  A: 8% | B: / | C: -2% | D: -14% | E: -10% | F: 12%

CN(C)[C@H]1C(=O)C(C(=O)NCN2CCCC2)=C(O)[C@]2(O)C(=O)C3=C(O)c4c(O)cccc4[C@](C)(O)[C@H]3C[C@H]12
  A: -9% | B: ? | C: / | D: -16% | E: / | F: /

COc1ccc(NC(=O)Nc2ncccc2C)cc1
  A: -9% | B: 18% | C: 4% | D: 265%[activator] | E: -1% | F: 8%

CCc1ccc(NC(=O)Cn2cnc3c(=O)n(C)c(=O)n(C)c32)cc1
  A: -3% | B: -27% | C: 0% | D: 0% | E: -7% | F: 24%

CCOc1ccc(N(CC(=O)Nc2ccccc2C)S(=O)(=O)c2c(C)[nH]c(=O)[nH]c2=O)cc1
  A: 3% | B: -5% | C: 9% | D: ? | E: -1% | F: 7%

O=C(Cc1ccccc1Cl)N/N=C/c1cccnc1
  A: -3% | B: 2% | C: 0% | D: -4% | E: -5% | F: -3%

CCC1(C2=NCCN2)Cc2ccccc2O1 (stereo unspecified)
  A: 1%&-9% | B: 7.6µM*! | C: -11% | D: 5%&-15% | E: / | F: 21%

CC(C)(C)N1C(=O)[C@H]2[C@@H](c3ccc(Br)cc3)N3C(=O)N(c4ccc(Br)cc4)C(=O)[C@@]3(Cc3ccccc3)[C@H]2C1=O
  A: 2% | B: ? | C: 2% | D: ? | E: -2% | F: 7.9µM*

COc1ccc(NC(=S)N2N=CCC2c2ccccc2)cc1 (stereo unspecified)
  A: 1% | B: -26% | C: 8% | D: / | E: -24% | F: -5%

COCCN(CC(=O)Nc1ccccc1C(F)(F)F)C(=O)c1ccc(-n2cccn2)cc1
  A: -19% | B: -7% | C: 0% | D: -24% | E: / | F: 11%

Cc1c(C)n(C)c2ccc(C(=O)NCCCN3CCOCC3)cc12
  A: -3% | B: ? | C: -5% | D: 5% | E: 7% | F: -9%

Cc1ccc(C)c(NC(=O)C2CC(O)CN2C(=O)Oc2ccccc2)c1 (stereo unspecified)
  A: 0% | B: 13% | C: -16% | D: 22% | E: 5% | F: 19%

Cc1ccc2nc(SCC(=O)Nc3cccnc3Cl)[nH]c2c1
  A: 5% | B: -20% | C: 6% | D: -29% | E: / | F: ?

CCOc1ccc(NC(=O)CN(C)CC(=O)Nc2ccccc2C#N)cc1OCC
  A: -7% | B: 3% | C: -1% | D: 4% | E: 4% | F: ?

Cc1ccc(N2CCN(c3ccc(C)cc3)C(CC(=O)O)C2=O)cc1 (stereo unspecified)
  A: -4% | B: ? | C: -11% | D: 12µM* | E: 3% | F: 16%

CCCn1c(CC)nc([N+](=O)[O-])c1Sc1ccc(C)cc1
  A: -10% | B: 10µM* | C: -32% | D: ? | E: 0% | F: -13%

C=CCn1cc(C(=O)NCc2ccc(Cl)cc2)c(=O)c2cc(S(=O)(=O)N(CC)CC)ccc21
  A: -14% | B: 4% | C: 1% | D: 12µM* | E: 6% | F: ?

Cc1cccc(Oc2ncnc3onc(C)c23)c1C
  A: -7% | B: ? | C: 14% | D: ? | E: -6% | F: 20%

Further structures.
smiles	TbPYK inhibitor	Pf growth 96h	Sm TGR block	Pf growth 48h	LmPK inhibitor	HCV inh
CC1=C(C(=O)c2ccccc2)C(c2ccc(N3CCOCC3)cc2)NC(=O)N1 (stereo unspecified)	1%	?	-28%	-29%	4%	10%
O=c1nc2ccccc2c(NS(=O)(=O)c2ccccc2)n1-c1ccccc1	5%	0%	2%	59%	5%	7%
O=C(CN1C(=O)/C(=C\C=C\c2ccccc2)SC1=S)Nc1ccc(F)cc1	0%	-9%	-8%	-5%	2%	-16%
C=CCN1C(=O)C(CC(=O)Nc2ccc(OCC)cc2)N(Cc2ccccn2)C1=S (stereo unspecified)	3%	-29%	0%	?	0%	-6%
O=C(Cn1nc2sc3ccccc3n2c(=O)c1=O)c1cccs1	-12%	40%[activator]	-11%	21%	3%	-2%
COc1ccc(NC(=O)c2ccc(OCC3CCCO3)cc2)cc1OC (stereo unspecified)	-5%	175%[activator]	3%	143%[activator]	/	5%
C/C(=C/CCC(C)[C@H]1CC[C@@]2(C)C3=C(CC[C@]12C)[C@@]1(C)CCC(=O)C(C)(C)[C@@H]1CC3)C(=O)O (stereo partly specified)	-4%	?	0%	-2%	0%	-16%[8.37 µM]
COc1ccc(N2Cc3ccccc3C2=NC(=O)c2cncc(Br)c2)cc1	-2%	277%[activator]	?	i	-10%	3%
O=C(CN(CCc1ccccc1)C(=O)CNS(=O)(=O)c1ccc(F)cc1)NCC1CCCO1 (stereo unspecified)	-3%	?	0%	-11%	2%	18%&-1%
COc1ccc(C2C(C#N)=C(N)Oc3cc(O)ccc32)cc1C (stereo unspecified)	-13%	2%	6%	90%[activator]	0%	-1%
Cc1ccc(CNC(=O)c2cnccn2)cc1	9%	-9%	5%	-6%	-2%	6%
CCCC(=O)Nc1c(-c2ccccc2OC)c(=O)c2ccccc2n1C	4%	45%[activator]	13%	16%	-5%	24%

Arranged by formula weight (high to low): part of the list above
smiles	TbPYK inhibitor	Pf growth 96h	Sm TGR block	Pf growth 48h	LmPK inhibitor	HCV inh
C=CCn1cc(C(=O)NCc2ccc(Cl)cc2)c(=O)c2cc(S(=O)(=O)N(CC)CC)ccc21	-14%	4%	1%	12µM*	6%	?
C/C(=C/CCC(C)[C@H]1CC[C@@]2(C)C3=C(CC[C@]12C)[C@@]1(C)CCC(=O)C(C)(C)[C@@H]1CC3)C(=O)O (stereo partly specified)	-4%	?	0%	-2%	0%	-16%[8.37 µM]
C=CCN1C(=O)C(CC(=O)Nc2ccc(OCC)cc2)N(Cc2ccccn2)C1=S (stereo unspecified)	3%	-29%	0%	?	0%	-6%
COc1ccc(N2Cc3ccccc3C2=NC(=O)c2cncc(Br)c2)cc1	-2%	277%[activator]	?	i	-10%	3%
O=C(CN1C(=O)/C(=C\C=C\c2ccccc2)SC1=S)Nc1ccc(F)cc1	0%	-9%	-8%	-5%	2%	-16%
O=c1nc2ccccc2c(NS(=O)(=O)c2ccccc2)n1-c1ccccc1	5%	0%	2%	59%	5%	7%
COc1ccc(NC(=O)c2ccc(OCC3CCCO3)cc2)cc1OC (stereo unspecified)	-5%	175%[activator]	3%	143%[activator]	/	5%
CCCC(=O)Nc1c(-c2ccccc2OC)c(=O)c2ccccc2n1C	4%	45%[activator]	13%	16%	-5%	24%
COc1ccc(C2C(C#N)=C(N)Oc3cc(O)ccc32)cc1C (stereo unspecified)	-13%	2%	6%	90%[activator]	0%	-1%
CCCn1c(CC)nc([N+](=O)[O-])c1Sc1ccc(C)cc1	-10%	10µM*	-32%	?	0%	-13%
Cc1cccc(Oc2ncnc3onc(C)c23)c1C	-7%	?	14%	?	-6%	20%
Cc1ccc(CNC(=O)c2cnccn2)cc1	9%	-9%	5%	-6%	-2%	6%
